Bioassay records: PubChem BioAssay, several laboratories
Yfh1-off respiration – mitochondrial function rescue without frataxin homolog – Friedreich's ataxia, plus single-dose screen, dose response (AID 1465); S. cerevisiae Yfh1-off respiration, WST-1 reduction, 72 h; higher fold induction means a stronger effect; one-dose fold induction at 50 µM; EC50 in µM for titrated hits; 220,000 compounds, 0.074% hits;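 active = fold induction of absorbance versus untreated yeast above a set limit, then at least 30% activation at any dose in follow-up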;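 note: activators that raise dye reduction in frataxin-depleted yeast; strong numbers were not always called active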
M17LAP inhibition – P. falciparum M17LAP inhibitors, primary screen, biochemical, fluorogenic H-Leu-NHMec substrate, 1536-well (AID 1619). recombinant M17LAP, H-Leu-NHMec fluorogenic kinetic assay; higher % means a stronger effect. inhibition, % at 30 µM, or IC50 in µM where a hit was titrated. 220,000 compounds, 0.38% hits;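 active = compound inhibiting the enzyme by more than half at any dose during confirmatory dose-response retesting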;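 note: plate controls were full reaction with DMSO carrier for no effect and no enzyme background for full effect; strong numbers were not always called active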
WT yeast gro inh – growth inhibition of WT yeast, mitochondrial fusion screen; mitochondrial fusion phenotypic screen, WT strain; inhibition, % at 10 µM; 190,000 compounds, 2.1% hits; in the data active = inhibition above about 58%; tested in S. cerevisiae
TNAP activators – human TNAP enzyme activators, primary screen, biochemical, luminescent, no phosphate acceptor, uHTS (AID 1001); 200,000 compounds, 0.03% hits; purified TNAP, luminescent activation assay, no phosphate acceptor; higher activation fold means a stronger effect; activation fold at 20 µM; hits with a dose series show EC50 in µM; in the data active = activation fold from about 3, or a potency from the dose series; inactive = the rest, 99 in 100 with activation fold below about 1.6; note: many of its hits are not listed in these tables
human PMI inhibition – MPI enzyme activity inhibition – biochemical, fluorescence intensity, coupled assay, primary screen (AID 1209) | purified PMI enzyme, coupled fluorescence intensity; higher % means a stronger effect | inhibition, % at 20 µM, or IC50 in µM where a hit was titrated | 190,000 compounds, 0.42% hits;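 note: plate controls were DMSO vehicle for no effect and wells lacking substrate for full effect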
M1AAP inhibition – malaria alanyl aminopeptidase activity blockers – biochemical, fluorogenic H-Leu-NHMec substrate, 1536-well (AID 1445) | recombinant M1AAP, H-Leu-NHMec fluorogenic kinetic assay; higher % means a stronger effect | 220,000 compounds, 0.42% hits | inhibition, % at 30 µM, or IC50 in µM where a hit was titrated;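 active = primary inhibition above the hit cutoff, then over 50% inhibition at one or more dose response concentrations, cut at about 23% in these data, passing the limit was not always enough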;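 note: plate controls were DMSO full reaction for no effect and no enzyme background for full effect; strong numbers were not always called active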
XIAP antagonists – XIAP antagonists, biochemical, IAP family, fluorescence polarization (AID 1018) | 200,000 compounds, 0.007% hits | XIAP BIR domain, fluorescence polarization peptide displacement; higher % means a stronger effect | displacement, % at 20 µM; hits with a dose series show IC50 in µM; in the data active = displacement above about 50%; note: a part of the inactive calls stands beside numbers as strong as those of hits
LYP inhibition – PTPN22 lymphoid phosphatase activity blockers – biochemical, fluorescence intensity, uHTS (AID 1779) | recombinant LYP phosphatase, fluorescence intensity; higher % means a stronger effect | one-dose inhibition, % at 11.5 µM; IC50 in µM for titrated hits | 290,000 compounds, 0.054% hits;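 note: plate controls were vehicle with enzyme for no effect and no enzyme for full effect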
PMI inhibition – human PMI inhibitors, high substrate, primary screen, biochemical, fluorescence intensity, high mannose 6-phosphate (AID 1220). recombinant PMI enzyme, coupled fluorescence intensity; higher % means a stronger effect. 190,000 compounds, 0.66% hits. inhibition, % at 20 µM, or IC50 in µM where a hit was titrated
WT yeast gro inh mutant strain – second read-out of WT yeast gro inh, no call of its own (marks repeat the call); inhibition, %; mitochondrial fusion phenotypic screen, mutant strain inhibition
* marks the source's active call; other numbers are inactive results. Cut-off read from the data, not from the text of the source, unless noted: active = inhibition above about 50%; inactive = the rest. Compounds as they come. About 3.7% of those tested had a hit in this group.

`CN(C)CCN1C(=O)c2oc3ccccc3c(=O)c2C1c1ccc(F)cc1` (stereo not given) gave Yfh1-off respiration inactive, M17LAP inhibition -2.1%, WT yeast gro inh 12.4, TNAP activators 1, human PMI inhibition 0.9%, M1AAP inhibition 0.7%, XIAP antagonists -4.8%, LYP inhibition 2.9%, PMI inhibition 6.0% and WT yeast gro inh mutant strain 24.4.
For CNC(=O)COc1ncnc2sc(C)c(C)c12 the results were Yfh1-off respiration inactive, M17LAP inhibition -0.9%, WT yeast gro inh -11.4, TNAP activators 1.1, human PMI inhibition 14.0%, M1AAP inhibition -1.5%, XIAP antagonists -8.8%, LYP inhibition 1.8%, PMI inhibition 21.3% and WT yeast gro inh mutant strain 13.0.
`O=C(c1ccc(Cl)c(S(=O)(=O)N2CCc3ccccc3C2)c1)N1CCN(c2ccccc2)CC1` gave M17LAP inhibition 3.8%, WT yeast gro inh 22.8, TNAP activators 1.1, human PMI inhibition 7.4%, M1AAP inhibition 7.2%, XIAP antagonists 0.8%, LYP inhibition 4.8%, PMI inhibition -4.6% and WT yeast gro inh mutant strain 0.5.
`Cc1ccc(OCC(=O)Nc2ccc(Cl)cc2)c(-n2nc3ccccc3n2)c1` gave Yfh1-off respiration inactive, M17LAP inhibition -6.5%, WT yeast gro inh 1.7, TNAP activators 1.1, human PMI inhibition 4.5%, M1AAP inhibition -1.4%, XIAP antagonists -5.2%, LYP inhibition 1.4%, PMI inhibition -0.5% and WT yeast gro inh mutant strain -16.1.
For Cc1ccc(SCc2cc(=O)[nH]c(Nc3nc(C)c4cccc(C)c4n3)n2)cc1 the results were Yfh1-off respiration inactive, M17LAP inhibition 1.5%, TNAP activators 1.1, human PMI inhibition 5.9%, M1AAP inhibition 1.0%, XIAP antagonists -12.3%, LYP inhibition 6.6% and PMI inhibition 8.7%.
`CN(CCCC(=O)Nc1nccs1)S(=O)(=O)c1ccc(Cl)cc1` gave Yfh1-off respiration inactive, M17LAP inhibition 5.0%, WT yeast gro inh 9.5, TNAP activators 1.1, human PMI inhibition 12.6%, M1AAP inhibition 2.0%, XIAP antagonists -2.4%, LYP inhibition -3.8%, PMI inhibition 8.9% and WT yeast gro inh mutant strain 4.7.
`CC(C)(C)C(=O)CC1(O)C(=O)N(Cc2ccccc2)c2ccccc21` (stereo not given) gave Yfh1-off respiration inactive, M17LAP inhibition 13.1%, WT yeast gro inh -7.7, TNAP activators 1.1, human PMI inhibition 6.6%, M1AAP inhibition 5.8%, XIAP antagonists -0.6%, LYP inhibition -10.5%, PMI inhibition 5.9% and WT yeast gro inh mutant strain -5.5.
For CC(/C=C/c1ccco1)=N\NC(=O)CNc1ccc2ccccc2c1 the results were M17LAP inhibition 9.9%, WT yeast gro inh 25.8, TNAP activators 1, human PMI inhibition 41.5%, M1AAP inhibition 6.5%, XIAP antagonists -3.7%, LYP inhibition 3.7% and WT yeast gro inh mutant strain -1.7.
`CC1=CC(C)(C)N(C(=O)CSc2nnc(-c3ccc(C)cc3)o2)c2ccc(C)cc21` gave Yfh1-off respiration inactive, M17LAP inhibition 6.3%, WT yeast gro inh 7.5, TNAP activators 1.1, human PMI inhibition 8.7%, M1AAP inhibition 13.9%, XIAP antagonists 0.4%, LYP inhibition 8.8%, PMI inhibition 6.8% and WT yeast gro inh mutant strain -8.2.
For Cc1cc(O)c(C(C)C)cc1NC(=O)Cn1nc(C)c2ccccc2c1=O the results were Yfh1-off respiration inactive, M17LAP inhibition 13.3%, WT yeast gro inh -7.7, TNAP activators 1.1, human PMI inhibition 15.3%, M1AAP inhibition -2.7%, XIAP antagonists -1.5%, LYP inhibition -3.2%, PMI inhibition 9.5% and WT yeast gro inh mutant strain -3.2.
C=CCn1c(Cc2c[nH]c3ccccc23)nnc1SCC(=O)NCc1ccccc1 was read as Yfh1-off respiration inactive, M17LAP inhibition -1.8%, WT yeast gro inh 17.9, TNAP activators 1.2, human PMI inhibition -1.2%, M1AAP inhibition 2.1%, XIAP antagonists 0.3%, LYP inhibition -5.6%, PMI inhibition -4.0% and WT yeast gro inh mutant strain 27.1.
For CCn1c(/C=N/Nc2ccc(C(=O)O)cc2)nc2ccccc21 the results were Yfh1-off respiration inactive, M17LAP inhibition 9.9%, WT yeast gro inh 2.1, human PMI inhibition 1.5%, M1AAP inhibition -2.2%, XIAP antagonists -5.1%, LYP inhibition -2.4%, PMI inhibition -9.4% and WT yeast gro inh mutant strain -1.0.
For COc1ccccc1CN(Cc1nc2ccccc2c(=O)[nH]1)C(=O)Nc1ccccc1 the results were Yfh1-off respiration inactive, M17LAP inhibition 4.3%, WT yeast gro inh 5.4, TNAP activators 1.1, human PMI inhibition 3.5%, M1AAP inhibition 8.8%, XIAP antagonists -2.1%, LYP inhibition 0.6%, PMI inhibition -0.4% and WT yeast gro inh mutant strain 4.6.
`Nc1nc(CN2CCN(Cc3ccccc3)CC2)nc(Nc2ccccc2)n1` gave Yfh1-off respiration inactive, M17LAP inhibition 10.0%, WT yeast gro inh 29.9, TNAP activators 1, human PMI inhibition -3.7%, M1AAP inhibition 2.3%, XIAP antagonists -6.1%, LYP inhibition -1.3%, PMI inhibition -6.6% and WT yeast gro inh mutant strain -38.5.
Screening O=C(NCCCn1ccnc1)c1cc(-c2cccnc2)nc2ccc(Br)cc12 returned Yfh1-off respiration inactive, M17LAP inhibition -7.0%, WT yeast gro inh 0.7, TNAP activators 0.9, human PMI inhibition 1.1%, M1AAP inhibition -0.5%, XIAP antagonists -3.8%, LYP inhibition -4.0%, PMI inhibition 10.0% and WT yeast gro inh mutant strain 2.4.
For Cc1sc(NC(=O)c2ccccc2)c(C(=O)c2ccccc2)c1C the results were Yfh1-off respiration inactive, M17LAP inhibition -8.8%, WT yeast gro inh 33.5, TNAP activators 1.1, human PMI inhibition 57.2%*, M1AAP inhibition -5.5%, XIAP antagonists -1.8%, LYP inhibition 1.6%, PMI inhibition 21.8% and WT yeast gro inh mutant strain 0.7.
For COc1ccc(Cl)cc1NC(=O)COc1cccc(-n2cnnn2)c1 the results were Yfh1-off respiration inactive, M17LAP inhibition 8.8%, WT yeast gro inh 6.1, TNAP activators 1, human PMI inhibition -0.6%, M1AAP inhibition 4.5%, XIAP antagonists -7.9%, LYP inhibition -3.1%, PMI inhibition -1.1% and WT yeast gro inh mutant strain 6.0.
Screening CS(=O)(=O)c1ccc(Sc2nc3ccccc3s2)c([N+](=O)[O-])c1 returned Yfh1-off respiration inactive, M17LAP inhibition 5.7%, WT yeast gro inh -19.0, TNAP activators 1, human PMI inhibition 6.8%, M1AAP inhibition 8.4%, XIAP antagonists -9.8%, LYP inhibition 4.1%, PMI inhibition -4.5% and WT yeast gro inh mutant strain -19.7.
`CC1CCN(c2ncnc3c2cnn3-c2ccccc2)CC1` gave Yfh1-off respiration inactive, M17LAP inhibition 2.6%, WT yeast gro inh 0.2, TNAP activators 1.1, human PMI inhibition -3.4%, M1AAP inhibition 1.5%, XIAP antagonists -2.5%, LYP inhibition -4.6%, PMI inhibition -1.6% and WT yeast gro inh mutant strain 0.0.
For COc1cc(C(=O)NCc2ccc(C)cc2)ccc1OC(F)F the results were Yfh1-off respiration inactive, M17LAP inhibition -0.2%, WT yeast gro inh 26.6, TNAP activators 1.1, human PMI inhibition 5.8%, M1AAP inhibition -7.1%, XIAP antagonists -4.2%, LYP inhibition -8.6%, PMI inhibition -3.1% and WT yeast gro inh mutant strain 11.2.

The closing 2 records of the section before come first, to join the parts:
`CC1CCN(c2ncnc3c2cnn3-c2ccccc2)CC1` gave Yfh1-off respiration inactive, M17LAP inhibition 2.6%, WT yeast gro inh 0.2, TNAP activators 1.1, human PMI inhibition -3.4%, M1AAP inhibition 1.5%, XIAP antagonists -2.5%, LYP inhibition -4.6%, PMI inhibition -1.6% and WT yeast gro inh mutant strain 0.0.
For COc1cc(C(=O)NCc2ccc(C)cc2)ccc1OC(F)F the results were Yfh1-off respiration inactive, M17LAP inhibition -0.2%, WT yeast gro inh 26.6, TNAP activators 1.1, human PMI inhibition 5.8%, M1AAP inhibition -7.1%, XIAP antagonists -4.2%, LYP inhibition -8.6%, PMI inhibition -3.1% and WT yeast gro inh mutant strain 11.2.
`Cc1cccc(NC(=O)C2CC(=O)N/C(=N/N=C/c3ccco3)S2)c1` (stereo not given) gave Yfh1-off respiration inactive, M17LAP inhibition 10.5%, WT yeast gro inh -1.5, TNAP activators 0.9, human PMI inhibition -5.6%, M1AAP inhibition 9.1%, XIAP antagonists -5.1%, LYP inhibition 5.8%, PMI inhibition 19.5% and WT yeast gro inh mutant strain -0.2.
For COc1ccc(C2SCCN2S(=O)(=O)c2ccccc2)cc1OC (stereo not given) the results were Yfh1-off respiration inactive, M17LAP inhibition 0.8%, WT yeast gro inh 5.5, TNAP activators 1.1, human PMI inhibition 1.2%, M1AAP inhibition 0.7%, XIAP antagonists -3.8%, LYP inhibition -4.9%, PMI inhibition -2.2% and WT yeast gro inh mutant strain 6.7.
For CCOC(=O)Cc1csc(NC(=O)c2ccoc2C)n1 the results were Yfh1-off respiration inactive, M17LAP inhibition 30.1%, WT yeast gro inh 21.5, TNAP activators 1, human PMI inhibition 5.2%, M1AAP inhibition 12.9%, XIAP antagonists 1.1%, LYP inhibition -3.9%, PMI inhibition -2.3% and WT yeast gro inh mutant strain 26.1.
`O=C(C1CCN(Cc2ccccc2)CC1)N1CCCC1` gave M17LAP inhibition 11.2%, WT yeast gro inh 9.5, TNAP activators 1.1, human PMI inhibition -5.2%, M1AAP inhibition 5.4%, XIAP antagonists 0.2%, LYP inhibition -9.2%, PMI inhibition -3.3% and WT yeast gro inh mutant strain 12.3.
Screening COc1ccc(C(CC(=O)O)NS(=O)(=O)c2ccc(C)cc2)cc1 (stereo not given) returned Yfh1-off respiration inactive, M17LAP inhibition -3.7%, WT yeast gro inh 8.0, TNAP activators 1.1, human PMI inhibition -40.2%, M1AAP inhibition 6.0%, XIAP antagonists -8.7%, LYP inhibition -2.7%, PMI inhibition -57.5% and WT yeast gro inh mutant strain -59.8.
Screening CCCCc1ccc(-c2csc(/C(C#N)=C\c3ccc(C)o3)n2)cc1 returned Yfh1-off respiration inactive, M17LAP inhibition 9.5%, WT yeast gro inh -2.6, TNAP activators 1, human PMI inhibition 12.2%, M1AAP inhibition 7.2%, XIAP antagonists -5.8%, LYP inhibition 6.1%, PMI inhibition 9.3% and WT yeast gro inh mutant strain -15.2.
Screening COc1cccc(NC(=O)C2CC(=O)OC23CCOC(C)(C)C3)c1 (stereo not given) returned Yfh1-off respiration inactive, M17LAP inhibition 6.2%, WT yeast gro inh 31.7, TNAP activators 1, human PMI inhibition -11.3%, M1AAP inhibition 4.2%, XIAP antagonists -8.4%, LYP inhibition -10.8%, PMI inhibition -10.3% and WT yeast gro inh mutant strain -15.7.
Cc1onc(-c2ccccc2)c1C(=O)Nc1ccc2c(c1)OCO2 was read as Yfh1-off respiration inactive, M17LAP inhibition 7.8%, WT yeast gro inh -1.6, TNAP activators 1.1, human PMI inhibition -5.1%, M1AAP inhibition 4.0%, XIAP antagonists -0.1%, LYP inhibition -10.5%, PMI inhibition 4.0% and WT yeast gro inh mutant strain 1.5.
